M4 ag – CHRM4 agonism in calcium assay | activation, % at 3 µM | AID 624127 | P08173 | CHO-K1 hM4/Gqi5, Fluo-8 calcium fluorescence; vehicle 0%, full acetylcholine response 100% | actives 0.14% (n = 360,000);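 active means activation above the run mean over all test wells plus 3 SD, cut at about 32% in these data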;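 further: peak over basal fluorescence ratio per well then scaled between controls; 0% = DMSO wells and 100% = acetylcholine at EC100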
Target sequence (P08173 whole entry, looked up): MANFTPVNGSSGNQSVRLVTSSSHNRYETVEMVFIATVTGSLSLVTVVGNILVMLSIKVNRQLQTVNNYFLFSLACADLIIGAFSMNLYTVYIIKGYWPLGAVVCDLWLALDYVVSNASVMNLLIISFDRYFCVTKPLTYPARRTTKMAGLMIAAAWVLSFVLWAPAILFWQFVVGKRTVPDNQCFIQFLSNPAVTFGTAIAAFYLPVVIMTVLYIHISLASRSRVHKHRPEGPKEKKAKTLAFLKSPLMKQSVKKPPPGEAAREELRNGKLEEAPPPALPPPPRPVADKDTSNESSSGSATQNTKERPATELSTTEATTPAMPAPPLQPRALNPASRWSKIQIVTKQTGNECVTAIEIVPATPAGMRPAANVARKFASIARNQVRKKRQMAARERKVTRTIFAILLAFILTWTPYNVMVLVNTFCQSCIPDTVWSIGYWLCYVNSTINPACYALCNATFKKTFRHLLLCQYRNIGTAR
CHRM1 antagonist – blocks human M1 muscarinic receptor; P11229; CHO-K1 hM1, Fluo-8 calcium fluorescence, ACh EC80 antagonist; inhibition, % at 3 µM; actives 1.3% (n = 360,000);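 active means percent inhibition above its own plate's cutoff, namely the mean of that plate's compound wells plus 3 SD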;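 further: peak over basal fluorescence ratio during 140 s after agonist addition; 0% = ACh EC80 plus DMSO and 100% = DMSO alone without agonist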
CHRM5 antagonist – CHRM5 antagonism in calcium assay. P08912. CHO-hM5 cells, Fluo-8 calcium fluorescence, ACh EC80. AID 624040. actives 0.59% (n = 360,000). inhibition, % at 3 µM;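 active means inhibition above a per-plate cutoff, the mean of that plate's test compounds plus 3 SD, cut at about 27% in these data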;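 further: 0% = acetylcholine EC80 with DMSO and 100% = DMSO without agonist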
Target sequence (P08912 whole entry, looked up): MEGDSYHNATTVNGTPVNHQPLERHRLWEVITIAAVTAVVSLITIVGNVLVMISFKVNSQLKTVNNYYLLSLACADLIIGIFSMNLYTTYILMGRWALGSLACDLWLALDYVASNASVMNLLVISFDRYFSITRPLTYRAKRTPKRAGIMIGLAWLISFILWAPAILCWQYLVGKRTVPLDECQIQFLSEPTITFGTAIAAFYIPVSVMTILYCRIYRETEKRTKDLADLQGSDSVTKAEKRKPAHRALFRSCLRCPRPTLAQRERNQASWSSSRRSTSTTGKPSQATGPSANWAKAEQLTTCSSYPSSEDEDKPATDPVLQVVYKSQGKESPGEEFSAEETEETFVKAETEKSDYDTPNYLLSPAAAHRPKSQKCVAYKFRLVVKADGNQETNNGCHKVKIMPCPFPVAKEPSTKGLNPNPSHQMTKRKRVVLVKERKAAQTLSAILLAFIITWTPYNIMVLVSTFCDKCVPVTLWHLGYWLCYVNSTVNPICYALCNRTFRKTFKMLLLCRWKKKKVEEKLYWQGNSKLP
CHRM5 agonist – agonists of human muscarinic M5 receptor (CHRM5); P08912; CHO-K1 hM5 cells, Fluo-8 calcium fluorescence; 0% DMSO wells, 100% maximal acetylcholine response; activation, % at 3 µM; actives 0.19% (n = 360,000);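 active means activation above the run's mean over test compounds plus 3 SD, cut at about 23% in these data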;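 further: signal is peak over basal fluorescence ratio across the kinetic read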
CRFBP-R2 agonist – agonists of human CRF-binding protein/CRF-R2 receptor complex; HEK293 CRF-R2/CRF-BP, calcium dye fluorescence (FLIPR); percent of saturating CRF peptide response; activation, % at 13.2 µM; actives 0.46% (n = 350,000);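 active means activation of at least 50%, plus an integration ratio under a set limit after plate pattern correction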;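 further: plate controls were neutral control wells without compound for no effect and CRF at EC100 for full effect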
CHRM5 PAM – CHRM5 positive allosteric modulation; CHO-K1 hM5, Fluo-8 calcium, ACh EC20 PAM; 0% = ACh EC20, 100% = ACh EC100; AID 624038; activation, % at 3 µM; P08912; actives 0.3% (n = 360,000);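 active means activation above the run cutoff, the mean activation of all test compounds plus 3 SD, cut at about 18% in these data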
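Replicates: One well per compound, no replicates | System: Human M5 receptor in CHO-K1 cells | Benchmarks: Low control EC20 acetylcholine (0%), high control EC100 acetylcholine (100%) | Probe or stimulus: Acetylcholine, EC20 level | Times: Fluo-8 loading 80 min at 37 °C plus 30 min room temperature | Signal: Intracellular calcium via Fluo-8 fluorescence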
CHRM1 PAM – potentiates human M1 receptor response to acetylcholine. activation, % at 3 µM. actives 0.088% (n = 360,000). P11229. CHO-K1 hM1, Fluo-8 calcium fluorescence, ACh EC20; 0% = ACh EC20, 100% = maximal ACh; in the data active means activation above about 19%, passing the limit was not always enough
CHRM4 PAM – potentiates acetylcholine response at human M4 receptor; P08173; CHO-K1 hM4/Gqi5, Fluo-8 calcium fluorescence, ACh EC20; 0% = ACh EC20, 100% = maximal ACh; activation, % at 3 µM; actives 0.4% (n = 360,000);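 active means activation above its plate's cutoff, the mean activation of sample wells plus 3 SD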; further: some results filed as inactive read as strong as hits
CHRM4 antagonist – CHRM4 antagonism in calcium assay; P08173; CHO-hM4 cells, ACh EC80, Fluo-8 calcium fluorescence; inhibition, % at 3 µM; actives 0.73% (n = 360,000);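 active means inhibition above its plate's cutoff, the mean inhibition of sample wells plus 3 SD, cut at about 27% in these data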;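 further: 0% = acetylcholine EC80 with DMSO and 100% = DMSO without agonist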
The depositor's hits bear a star; x = no result given.

SMILES	M4 ag	CHRM1 antagonist	CHRM5 antagonist	CHRM5 agonist	CRFBP-R2 agonist	CHRM5 PAM	CHRM1 PAM	CHRM4 PAM	CHRM4 antagonist
O=C(Nc1ccc2oc(-c3ccccc3F)nc2c1)c1cncc(Br)c1	0	-11	9	-1	-1.1	-12	5	8	-8
Cc1ccn(S(=O)(=O)c2ccc(N3CCCC3=O)cc2)n1	2	-8	0	-3	2.5	7	6	7	-9
CCOC(=O)Nc1ccc2c(c1)N(C(=O)CCN1CCN(CCO)CC1)c1ccccc1CC2	0	16	13	-1	-0.2	-5	-7	1	0
CC(C)CNC(=O)C1c2ccccc2Oc2ccccc21	0	-4	7	-5	-1.0	6	6	3	-10
CCOc1ccc(N(CC(=O)N2CCOCC2)S(=O)(=O)c2ccc(F)cc2)cc1	1	-5	7	-1	-2.1	-2	8	2	-5
CC(C)C1C(=O)N(Cc2cn(CCC3OCCO3)nn2)CCS(=O)(=O)N1Cc1ccc(-c2ccc(Cl)cc2)cc1 (centres undefined)	3	-4	10	0	0.5	-4	2	2	-6
O=C(c1cc(COc2ccc(F)cc2Cl)on1)N1C[C@H]2CC[C@H]1C2	5	-11	3	-4	-2.4	2	10	-2	-1
C[C@H](CO)N1C[C@H](C)[C@@H](CN(C)S(=O)(=O)c2cn(C)cn2)Oc2c(NS(=O)(=O)c3ccc(F)cc3)cccc2C1=O	0	-15	14	0	-1.0	2	6	-2	8
CCOC(=O)CC(NC(=O)c1ccc(C)cc1)c1ccc(C)cc1 (centres undefined)	0	-13	2	0	-0.9	-2	13	0	3
COc1cccc(CN(C)C(=O)c2cccc(OC3CCN(C4CCCC4)CC3)c2)c1	2	-6	21	-14	0.1	-17	1	-14	7
Cc1cc(C(=O)Nc2ccc(F)cc2C)n(-c2ccccc2)n1	0	-11	0	-2	1.1	8	9	0	-5
CCOC(=O)c1sc(=S)n(-c2ccc3c(c2)OCO3)c1N	2	-2	5	1	3.0	-3	16	-5	-3
O=Cc1ccc(-c2cccs2)s1	0	19	7	-5	9.1	-6	-9	0	5
C[C@H](CO)N1C[C@H](C)[C@@H](CN(C)C(=O)Nc2ccccc2F)OCc2cnnn2CCCC1=O	0	-8	-6	1	-0.3	7	4	4	-11
Cc1ccc(OCc2cc(C(=O)NCc3cc(F)ccc3C)no2)cn1	9	2	-6	6	2.5	-2	-5	-6	0

Part of the list above in order of heavy-atom count, highest first.
SMILES	M4 ag	CHRM1 antagonist	CHRM5 antagonist	CHRM5 agonist	CRFBP-R2 agonist	CHRM5 PAM	CHRM1 PAM	CHRM4 PAM	CHRM4 antagonist
C[C@H](CO)N1C[C@H](C)[C@@H](CN(C)S(=O)(=O)c2cn(C)cn2)Oc2c(NS(=O)(=O)c3ccc(F)cc3)cccc2C1=O	0	-15	14	0	-1.0	2	6	-2	8
C[C@H](CO)N1C[C@H](C)[C@@H](CN(C)C(=O)Nc2ccccc2F)OCc2cnnn2CCCC1=O	0	-8	-6	1	-0.3	7	4	4	-11
COc1cccc(CN(C)C(=O)c2cccc(OC3CCN(C4CCCC4)CC3)c2)c1	2	-6	21	-14	0.1	-17	1	-14	7
Cc1ccc(OCc2cc(C(=O)NCc3cc(F)ccc3C)no2)cn1	9	2	-6	6	2.5	-2	-5	-6	0

(further entries)
SMILES	M4 ag	CHRM1 antagonist	CHRM5 antagonist	CHRM5 agonist	CRFBP-R2 agonist	CHRM5 PAM	CHRM1 PAM	CHRM4 PAM	CHRM4 antagonist
CCC1CCCCN1CCCNC(=O)Cn1cc2c(n1)-c1c(oc(C(=O)N3CCCC3)c1C)CC2 (centres undefined)	0	-9	17	-7	2.9	-1	1	-3	4
COC(=O)c1ccc(NC(=S)NC2CC3CCC2C3)cc1 (centres undefined)	14	17	16	4	33	-10	-6	-7	8
Cc1nn(-c2ccccc2)c(N2CCCC2)c1/C=C1\N=C(c2ccccc2)OC1=O	0	-12	6	0	35	-1	17	6	-6
CC(C)OCCCNc1ncnc2c1[nH]c1ccccc12	24	39*	30*	5	-0.2	-28	-29	-12	13
CC(=Nc1cccc(C)c1)c1sc2ccccc2c1O	-1	-14	7	1	8.4	-1	7	12	4
Cc1ccccc1-n1c(SC(C)C(N)=O)nnc1-c1cccnc1 (centres undefined)	0	-3	-8	3	-0.9	-3	3	5	5
Cc1nn(C)c(=O)c(N)c1-c1cc(-c2ccc(Cl)c(Cl)c2)n[nH]1	5	1	5	5	0.3	9	9	-5	4
CCCN(CCC)S(=O)(=O)c1ccc(C(=O)Nc2ccc(OCC(=O)N3CCOCC3)cc2)cc1	7	-8	1	0	5.5	-7	7	-2	-3
Cc1ccc(NS(=O)(=O)c2ccc(Cl)s2)nc1	1	-8	-7	-2	-0.9	-3	4	-2	1
C=CCOn1c(=O)c(-c2ccc(C)cc2)[n+]([O-])c2ccccc21	1	-12	10	-2	0.4	4	9	0	-4
COc1ccc(/C=C/C(=O)OCC(=O)Nc2ccc(N3CCOCC3)cc2)cc1OC	1	-2	-4	1	-1.4	4	5	1	-6
CCOC(=O)CCCCNCc1ccccc1	0	-5	-4	-12	1.1	-5	0	1	5
O=S(=O)(Cc1ccccc1)NCCc1ccc(F)cc1	-1	-15	3	-5	-3.6	5	9	2	-3
O=C1O[C@@H](c2ccccc2)C[C@@H](O)[C@H](O)CCCc2ccccc21	3	x	-2	3	x	0	x	9	-16
CC(=O)N1CCc2cc(NS(=O)(=O)c3cccs3)ccc21	3	-4	2	2	-0.7	-10	6	-2	3
Cc1cccc(C)c1NC(=O)CNC(=O)C(C)N1CCCCC1 (centres undefined)	0	-6	5	0	2.8	3	15	7	-4
COC(=O)c1c(C)[nH]c(C(=O)/C=C/c2ccccc2)c1C	3	-3	-6	1	0.3	2	0	6	-10
O=C(N/N=C/c1ccc([N+](=O)[O-])o1)C1CC1	0	-13	-12	-2	4.0	-1	7	6	0
CC(C)=CC1C(C(=O)NCCOc2ccccc2)C1(C)C (centres undefined)	-2	-12	8	-3	-4.0	0	6	3	-7
Cc1ccc(C(=O)N2CCN(c3ccc(NC(=O)c4cccnc4Cl)cc3)CC2)cc1	2	-4	8	0	-0.9	1	9	-1	3
Cc1cc2oc(C(=O)Nc3cccnc3)c(C)c2cc1C	1	-7	0	1	-2.0	-2	3	2	-6
O=C(NCCc1ccc(Cl)cc1)C1(c2ccccc2)CC1	-1	-8	-2	-6	0.3	5	3	-1	-4
COCCn1c(=O)[nH]c2cc(C(=O)N3CCN(c4ccccc4F)CC3)ccc2c1=O	3	-10	-2	-3	0.2	6	12	-3	-4
CCCN(CC(=O)Nc1ccccc1OC)C(=O)CSc1nc(C)cc(C)n1	1	-1	4	0	-0.3	-4	2	-4	4
Cc1ccccc1N(CC(=O)NCCSC1CCCCC1)S(=O)(=O)c1ccccc1	-1	-6	-1	-6	-0.8	-5	3	-5	-11
Cc1ccc(S(=O)(=O)Nc2cccc(C(=O)NCC(c3ccco3)N(C)C)c2)cc1F (centres undefined)	2	43*	7	-10	-0.4	-7	-25	-4	-9
COc1ccc(/C=C(/NC(=O)c2cccc([N+](=O)[O-])c2)C(=O)O)cc1	1	-9	-3	1	0.6	-2	11	-1	3
COc1ccc(CNC(=O)Cn2nc(C)c3c(C)n(-c4ccc(C)cc4)nc3c2=O)cc1OC	0	-7	-13	-3	-2.6	5	8	1	4
Cc1cc(C(=O)NC2CCC(O)CC2)c(C)o1 (centres undefined)	0	5	-1	2	1.2	1	4	3	-1
COc1ccccc1-n1cnc2c(c1=O)c1nc3ccccc3nc1n2CCc1ccccc1	2	4	7	-2	-2.3	10	-3	1	7
Cc1ccc(S(=O)(=O)NC(=O)COc2ccccc2C)c(C)c1	1	-18	-2	-3	-10	0	16	6	-6
Cc1c(OCC(=O)N2C[C@H]3C[C@@H](C2)c2cccc(=O)n2C3)ccc2c3c(c(=O)oc12)CCCC3	0	-2	8	-3	9.6	-4	-3	-3	5
CC1CCN(C2=NN3C(=N)/C(=C\c4ccc(OC(=O)c5ccco5)cc4)C(=O)N=C3S2)CC1	1	1	-2	1	-1.2	-1	-1	-2	2
COc1ccc(CCC(=O)N2c3ccccc3N=C(c3ccc(C(F)(F)F)cc3)C2C(=O)NC2CCCC2)cc1 (centres undefined)	1	x	-12	-4	x	-5	x	-12	14
CN(c1ccccc1)S(=O)(=O)c1cccc(NC(=O)CCN2C(=O)C3CCCCC3C2=O)c1 (centres undefined)	9	5	4	4	-1.4	-11	-1	-9	-8
CC(=O)c1sc(NC(=O)c2ccc(F)c(F)c2)nc1C	1	2	7	1	-2.3	-12	-5	-8	13
O=C(O)c1ccc2c(c1)C(=O)N([C@H](Cc1cccc3ccccc13)C(=O)O)C2=O	0	-11	-9	2	x	9	3	4	5
COc1cc(S(=O)(=O)N2CCN(c3ccc(F)cc3)CC2)ccc1Cl	0	-7	-7	-11	0.6	-9	3	-2	1
COc1cccc(CNC(=O)c2ccc(OC)c(S(=O)(=O)NC3CCCC3)c2)c1	3	-1	-1	2	-1.0	0	6	11	-10
CC(C)(C)c1cc(CP(=O)(c2ccccc2)c2ccccc2)cc(C(C)(C)C)c1O	-2	-4	-11	4	0.7	1	0	-6	-16
COc1ccc(-c2[nH]ncc2CN(C)Cc2cccnc2)c(OC)c1	3	-8	20	1	0.4	-1	2	2	-9
COc1cccc(NC(=O)CSc2nnc(-c3cc(C)[nH]n3)n2N)c1	3	7	-1	0	0.5	2	-4	9	-25
O=C(Nc1ccc(Br)cc1)C1CCN(c2cnccn2)CC1	4	-11	-6	-4	-0.1	0	9	2	4
O=C(OCC(=O)c1ccc[nH]1)c1ccc(Br)cc1	9	-10	8	3	20	-18	21	1	-19
CCN(c1ccccc1)S(=O)(=O)c1cc2c(cc1C)NC(=O)CO2	10	4	5	0	-8.7	-11	-3	-6	0
CSc1ccc(C(c2c(C(=O)O)[nH]c3ccccc23)c2c(C(=O)O)[nH]c3ccccc23)cc1	0	-12	3	0	0.9	-1	22	-9	8
O=C(/C=C/Nc1ccccc1C(=O)O)c1cccs1	0	-6	5	-1	-0.2	-3	7	4	4
COCCNC(=S)N(CCN(C)C)Cc1cc2cc3c(cc2[nH]c1=O)OCO3	1	-5	3	-3	1.2	-3	2	-4	7
COC(=O)CC1C(=O)NCCN1C(=S)Nc1cccc(C)c1 (centres undefined)	1	-3	-4	-1	2.4	-3	4	23	-5
COc1ccccc1N(Cc1ccccc1)S(=O)(=O)c1cccc(C(=O)Nc2ccccn2)c1	5	15	16	-2	4.5	-4	-5	-7	2
CN1C(=O)C(O)(CC(=O)c2ccccn2)c2cc(Br)ccc21 (centres undefined)	1	-7	-2	-1	0.0	-1	12	-1	3
COc1ccc(C(=O)CSc2ccccc2C(=O)O)cc1	0	1	7	-2	0.3	-3	4	-1	4
COc1ccc(C(C)(C)C)cc1NC(=O)COC(=O)c1nc2nccc(C)n2n1	6	-8	-2	2	0.8	-6	11	9	-17
CCCCc1ccc(-c2csc(/C(C#N)=C/c3ccco3)n2)cc1	1	0	3	0	1.2	-7	1	6	-13
O=S(=O)(Nc1ccccc1)c1ccc(-c2cnc(C3CC3)o2)cc1	7	4	2	1	1.2	-2	1	1	-11
CCN(CC)CCCN1C(=O)c2oc3ccccc3c(=O)c2C1c1cc(OC)ccc1OC (centres undefined)	0	-2	-9	-5	1.9	0	0	-4	10

Screening results as filed in PubChem.
